Assay outcomes (PubChem)
proKLK7 act: proKLK7 (human) activation, primary screen | P49862 | purified proKLK7, EDANS-DABCYL substrate fluorescence; 100% is mature enzyme control, 0% vehicle | activation, % at 7 µM | 0.9% of 370,000 active | AID 652039;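 active = activation above the mean of all tested compounds plus 3 SD, computed per campaign excluding outliers beyond control limits, cut at about 13% in these data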
ASAP1 GAP inh: blocks human ASAP1-stimulated Arf1 GTP hydrolysis | Q9ULH1 | GDP FP detection | inhibition, % at 16.5 µM | 0.19% of 360,000 active | AID 624377; in the data active = inhibition above about 25%;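 also: 0% = vehicle with enzyme and substrate and 100% = no enzyme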
DDE Tn6 FP inh: disrupts Tn6 cyclic peptide binding to fibrin D-Dimer-E complex; P02675; Fibrin DD(E) TRITC-Tn6 fluorescence polarization displacement; inhibition, % at 8.3 µM; 0.21% of 370,000 active; AID 720509;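 active = inhibition above a per-campaign cutoff: mean of compounds within control limits plus 3 SD, cut at about 15% in these data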;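 also: 0% = median of all compound wells on the plate and 100% = blocking peptide control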
GC-A act: GC-A (human) enzyme activation; AID 1671463; HEK293 GC-A cells, cGMP TR-FRET, EC30 ANP; 0% at EC30 ANP, 100% saturating ANP; P16066; activation, % at 10 µM; 0.14% of 370,000 active; in the data active = activation above about 40%
FXN GAA850 act: frataxin GAA850 promoter activation; HEK293 lucGAA850 FXN promoter luciferase reporter, 24 h; percent of 10 µM SAHA response; activation, % at 6 µM; 0.56% of 360,000 active; AID 540364;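 active = activation above the average of all compounds screened plus 3 SD, cutoff fixed separately per campaign, cut at about 7.5% in these data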;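 also: 0% = DMSO wells and 100% = 10 µM SAHA wells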
ADAM10 inh: ADAM10 inhibition, QFRET primary screen; 0.62% of 370,000 active; inhibition, % at 7 µM; AID 720582; recombinant ADAM10, EDANS/DABCYL FRET peptide cleavage, 3 h; O14672;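 active = inhibition above a per-campaign cutoff equal to the mean of compounds falling between control-based bounds plus 3 SD, cut at about 20% in these data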;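 also: 0% = DMSO wells while the 100% control is not disclosed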
rCAG binder: r(CAG) repeat RNA binding; inhibition, % at 3 µM; AID 651821; 1.3% of 370,000 active; TO-PRO-1 dye displacement fluorescence;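 active = inhibition above the plate cutoff, the mean of all test compounds on that plate plus 3 SD, cut at about 35% in these data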;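 also: 0% = DMSO alone and 100% = 100 µM mitoxantrone as full dye displacement; higher means more dye released from RNA so lower well fluorescence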
GC-B act: GC-B (human) receptor activation | activation, % at 10 µM | 0.11% of 370,000 active | P20594 | HEK293-GC-B cells, CNP EC30, cGMP TR-FRET; 0% at EC30 CNP, 100% saturating CNP;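 active = activation at 10 µM reaching about 35% in either raw or pattern-adjusted values, limit read from the data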
Target sequence (P20594 whole entry, looked up): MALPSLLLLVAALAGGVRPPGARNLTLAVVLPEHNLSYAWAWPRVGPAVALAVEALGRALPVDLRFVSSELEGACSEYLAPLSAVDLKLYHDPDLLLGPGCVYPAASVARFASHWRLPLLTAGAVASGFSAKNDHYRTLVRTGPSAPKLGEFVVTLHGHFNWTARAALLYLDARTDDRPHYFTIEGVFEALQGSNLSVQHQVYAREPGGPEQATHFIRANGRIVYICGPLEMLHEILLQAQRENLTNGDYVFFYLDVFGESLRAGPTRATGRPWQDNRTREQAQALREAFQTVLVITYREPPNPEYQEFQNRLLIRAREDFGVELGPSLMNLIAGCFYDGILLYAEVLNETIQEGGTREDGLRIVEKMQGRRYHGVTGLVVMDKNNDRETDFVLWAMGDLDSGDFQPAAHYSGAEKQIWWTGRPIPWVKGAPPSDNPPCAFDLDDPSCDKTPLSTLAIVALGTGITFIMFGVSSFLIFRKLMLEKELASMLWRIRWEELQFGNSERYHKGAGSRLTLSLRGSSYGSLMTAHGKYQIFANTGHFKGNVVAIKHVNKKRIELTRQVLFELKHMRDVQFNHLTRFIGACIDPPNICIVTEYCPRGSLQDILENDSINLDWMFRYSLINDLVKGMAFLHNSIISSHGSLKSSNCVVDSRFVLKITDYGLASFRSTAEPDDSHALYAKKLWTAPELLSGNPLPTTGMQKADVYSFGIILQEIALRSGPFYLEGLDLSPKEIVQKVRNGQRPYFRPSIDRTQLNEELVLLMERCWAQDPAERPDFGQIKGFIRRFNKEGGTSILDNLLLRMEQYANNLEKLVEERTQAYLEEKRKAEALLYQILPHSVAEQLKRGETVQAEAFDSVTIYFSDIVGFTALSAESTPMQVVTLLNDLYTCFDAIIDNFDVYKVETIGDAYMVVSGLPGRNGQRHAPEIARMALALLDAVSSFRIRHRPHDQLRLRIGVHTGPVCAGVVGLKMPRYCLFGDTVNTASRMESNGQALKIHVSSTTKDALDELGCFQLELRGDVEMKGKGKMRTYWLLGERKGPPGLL
sPLA2-III inh: Blocks human group III sPLA2 activity; Q9NZ20; QFRET BODIPY PC-A2 liposome hydrolysis, fluorescence; inhibition, % at 12.2 µM; 0.56% of 370,000 active; AID 743126;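 active = inhibition above mean plus 3 SD of compounds lying within the high and low control bounds, cut at about 19% in these data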;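 also: 0% = median of test compound wells and 100% = no enzyme DMSO wells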
ARFGAP1 inhibitor: rat ARFGAP1 inhibition | Q62848 | Arfgap1-stimulated ARF1 GTP hydrolysis, GDP FP detection | inhibition, % at 16.5 µM | 0.26% of 360,000 active | AID 651572;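 active = inhibition above a per-plate limit, mean inhibition of low control wells plus 3 SD, cut at about 25% in these data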;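 also: 0% = DMSO wells with enzyme and 100% = wells lacking Arfgap1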
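System: truncated rat Arfgap1 GAP domain / Medium: HEPES-based buffer, pH 7.5 / Also added: N-terminally truncated human ARF1-GTP substrate / Incubation: enzyme reaction 120 min at 25 °C after 20 min preincubation / Measured by: FP of antibody-bound GDP Alexa 633 tracer, ex 620/em 688 nm / Replicates: singlicate, each compound tested once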
The depositor's hits bear a star; · = no result given.

Molecule	proKLK7 act	ASAP1 GAP inh	DDE Tn6 FP inh	GC-A act	FXN GAA850 act	ADAM10 inh	rCAG binder	GC-B act	sPLA2-III inh	ARFGAP1 inhibitor
O=C(Nc1c2c(nn1-c1ccc(F)cc1)CS(=O)(=O)C2)C1CCCC1	-0.5	7	-4	-1	3.5	3	-1	-1	-1	12
O=C(Nc1ccc(Cl)cn1)C1CCCN1S(=O)(=O)c1ccccc1 (configuration not stated)	-0.6	5	2	-2	-1.2	-4	-4	2	-3	10
COc1ccc(C=Nn2c(-c3ccccc3F)n[nH]c2=S)cc1OCc1ccccc1	0.5	·	-6	1	·	9	50*	2	-2	·
COc1cc(C(=O)NCc2nnc(SCC(=O)Nc3nccs3)o2)cc(OC)c1OC	0.1	9	4	2	1.5	12	1	4	3	-1
COc1ccc(C(=S)N2CCN(C)CC2)cc1Br	0.1	-10	-4	-2	-0.3	0	0	5	2	0
O=C(N=Nc1c(O)[nH]c2ccc(Cl)cc12)c1cc(-c2cccs2)nc2ccccc12	-0.8	4	3	-7	-0.8	-2	6	-3	6	5
C=CCN1CCN(C(c2ccc(Cl)cc2)c2nnnn2CCc2ccc(OC)c(OC)c2)CC1 (configuration not stated)	0.2	12	0	-5	-0.4	-3	-6	-4	-6	0
CC1(C(=O)N2CCC(CC3CC(c4cccc(Br)c4)=NO3)(C(=O)NCC3CCCCC3)CC2)CC1 (configuration not stated)	0.5	-12	-2	0	0.2	25*	5	-4	-12	-9
COC(=O)c1c(NC(=O)c2ccccc2F)sc(C(=O)N2CCOCC2)c1C	0.3	0	4	0	-3.1	-3	1	5	3	-5
CCN(CC)C(=O)CSc1nc2cc3c(cc2c(=O)n1Cc1ccc2c(c1)OCO2)OCO3	0.1	-7	2	19	0.2	7	0	24	6	-1
CC[C@@H]1C=C(C(=O)O)[C@H](c2ccc3c(c2)OCO3)N1S(=O)(=O)c1ccc(C)cc1	-0.1	3	4	0	-2.1	0	7	-3	7	-8
Cc1nc2ccccc2c2c1C(=O)N(c1ccc(C(=O)O)cc1)C2=O	-0.9	-4	-1	0	-0.5	-10	1	-9	6	3
COc1cccc(-c2nnc(SCC(=O)OC(C)C)n2-c2ccc(Cl)cc2)c1	-0.1	·	3	-31	·	4	3	-29	-6	·
CCc1nnc(NC(=O)COc2ccc([N+](=O)[O-])cc2)s1	-0.6	6	4	0	0.9	3	4	6	8	3
O[C@@H]1CN(Cc2cccs2)[C@@H](c2ccccc2)C[C@H]1n1cc(C2CC2)nn1	-0.7	3	4	-1	1.2	-14	0	2	9	-3
COc1ccccc1N1CCN(Cc2cc3c(cc2O)OCO3)CC1	0.2	0	1	1	-1.3	1	-4	-2	-1	8
Cc1onc(-c2ccccc2Cl)c1C(=O)OCC(=O)c1ccc[nH]1	-0.2	-2	6	-1	4.1	-1	-1	-4	-6	-3
Cc1ccccc1S(=O)(=O)Cc1ccc(C(=O)N2CCN(c3cccc(C)c3C)CC2)o1	0.2	3	0	-3	-9.6	22*	-1	4	-27	-4
COCc1cc(=O)[nH]c(SCCS(=O)(=O)c2ccc(C)cc2)n1	0.4	-25	2	1	0.6	0	0	-1	8	-11
CCCCn1c(N)c(N(CCC(C)C)C(=O)c2cccc(S(=O)(=O)N3CCN(C)CC3)c2)c(=O)[nH]c1=O	0.0	-3	-3	0	0.0	-5	2	0	4	8
COC(=O)N1CCN(c2ccc(C(C)=O)cc2)CC1	-0.1	7	-8	0	1.0	1	0	-3	4	12
COc1cc2cc(CN(CCc3cccc(C)c3)C(=S)NCCCN3CCOCC3)c(=O)[nH]c2cc1OC	-3.4	-8	-4	-4	1.8	-222	-4	-4	-3	7
CCNC(=O)OCC(CC)NC(=O)OCC(C)C (configuration not stated)	-0.1	-3	2	2	0.0	-1	0	1	8	-5
COc1ccc(Cc2c(-c3ccc(F)cc3)nc3ccc(Br)cn23)c(C)c1	-0.5	-11	14	1	·	-18	13	2	4	18
CC(C)(C)NC(=O)/C(=C\c1ccc(Br)cc1)NC(=O)c1cccs1	0.3	5	5	-8	-1.0	1	-7	-3	-1	-6
COc1ccc(C(=O)/C=C2/c3ccccc3CC(C)(C)N2C)cc1	0.3	-13	-2	0	-2.1	1	-9	-2	11	4
Cc1cc(C)n(-c2ccc(-n3ccnc3)nn2)n1	-0.2	-6	3	-2	-4.8	-1	-1	-1	3	-20
COc1ccc(S(=O)(=O)n2cnc3ccccc32)cc1OC	0.5	1	2	4	1.2	7	1	2	0	-4
COCCn1c(SCC(=O)Nc2cc(C)on2)nc2cc(Cl)ccc2c1=O	-0.2	5	-4	3	-1.1	-8	3	2	2	-1
CC(C)(C)N1C(=O)c2ccccc2NC(=O)C1C(=O)NCCOc1ccccc1 (configuration not stated)	0.8	0	-4	0	·	-9	0	2	0	-6
NC(=O)CC(NC(=O)Cc1ccc(Br)cc1)c1ccc(NCCN2CCCCC2)c([N+](=O)[O-])c1 (configuration not stated)	-1.2	5	-6	2	1.1	0	5	1	-5	-15
Cc1[nH]c2ccc(F)cc2c1CCN1C(=O)OC(C)(C)C1(C)O (configuration not stated)	-0.6	-10	0	0	1.0	-11	2	-1	5	-1
COc1cc(/C=C2\COC/C(=C\c3cc(OC)c(OC)c(OC)c3)C2=O)cc(OC)c1OC	0.3	-1	-3	0	-13	0	0	9	-7	1
O=C1Nc2ccccc2O/C1=C\c1ccccc1Br	-6.9	14	4	8	2.9	-64	8	-5	-7	3
Cc1ccc(CN2CCNC(=O)C2CC(=O)N(C)CCc2cnn(C)c2)cc1 (configuration not stated)	0.0	12	-11	3	0.3	-20	-4	-1	3	17
C=CCN(c1ccccc1)S(=O)(=O)c1ccc(Cl)c(C(=O)OCC(=O)N(C)C2CCS(=O)(=O)C2)c1 (configuration not stated)	0.1	12	-6	-13	0.5	5	-4	-4	-4	-6
CCOC(=O)C1=C(CC)Nc2ccccc2N=C1NC(=O)c1ccc(OC)c(S(=O)(=O)N2CCCCC2C)c1 (configuration not stated)	-0.1	-10	-1	-2	-4.3	2	5	4	0	14
Cn1cc([N+](=O)[O-])c(C(=O)N(Cc2ccccc2)Cc2ccccc2)n1	0.2	-21	-6	-2	1.0	-7	-3	3	7	-12
CCCc1cc(=O)[nH]c(SC/C=C/c2ccccc2)n1	0.3	-2	-11	0	1.5	0	0	1	-26	-7
Fc1cccc(Cl)c1CSc1ccc(-c2ccco2)nn1	-0.4	0	-8	-6	2.7	13	18	-4	6	14
COc1cccc(-c2cc3nc(NCCOc4ccccc4Cl)n(C)c(=O)c3s2)c1	0.1	-6	-1	7	-0.5	-17	7	-2	-6	14
CCOC(=O)c1cnc2c(ccc3ccccc32)c1NCCN(C)C	0.8	-3	-1	10	8.4*	-40	-3	-5	-8	-6
CC(C)NC(=O)NC(=O)CSc1ccccc1F	-0.8	1	-2	1	3.1	-6	-1	8	13	-9
COc1ccc(-c2ccc(CCC(=O)O)n2NC(=O)c2ccc(O)cc2)cc1	0.5	-2	3	4	-0.3	-10	4	5	-11	-7
Cc1nc(SCc2ccccc2)c(C(F)(F)F)c(=O)[nH]1	0.3	2	5	7	-0.8	5	2	0	-17	0

Results in ASAP1 GAP inh, for 2 of the compounds above:
molecule	ASAP1 GAP inh
C=CCN(c1ccccc1)S(=O)(=O)c1ccc(Cl)c(C(=O)OCC(=O)N(C)C2CCS(=O)(=O)C2)c1 (configuration not stated)	12
CCOC(=O)C1=C(CC)Nc2ccccc2N=C1NC(=O)c1ccc(OC)c(S(=O)(=O)N2CCCCC2C)c1 (configuration not stated)	-10

More records.
Molecule	proKLK7 act	ASAP1 GAP inh	DDE Tn6 FP inh	GC-A act	FXN GAA850 act	ADAM10 inh	rCAG binder	GC-B act	sPLA2-III inh	ARFGAP1 inhibitor
CC(C)c1ccc(NC(=S)NC2CCN(Cc3ccccc3)CC2)cc1	0.6	0	7	1	-4.0	-4	-6	8	-15	-7
O=C(Nc1nnc2n1CCS2)c1ccc(Br)o1	0.1	-5	-6	2	1.1	-3	-3	10	1	-10
CC1CN(C(=S)SCCN2Cc3ccccc3C2=O)CC(C)O1 (configuration not stated)	0.7	2	7	2	0.5	3	0	8	2	-6
O=C(c1coc2ccc(O)cc12)C1CC1	-0.9	-3	4	3	-1.4	2	0	-1	-5	0
CC(C)c1ccc(CSc2ccc(S(=O)(=O)N3CCOCC3)cn2)cc1	-0.4	6	2	0	1.6	-3	3	5	-3	-8
CCOC(=O)C1=CCN(S(=O)(=O)c2ccccc2[N+](=O)[O-])C1c1ccc(C)cc1 (configuration not stated)	0.8	1	-1	-6	·	7	5	-4	-10	10
CCOC(=O)[C@@H]1[C@H]2COc3ccccc3[C@@H]2N2C(=O)N(c3cccc(F)c3)C(=O)[C@]12C	-0.5	-5	-3	-3	1.8	-1	-2	-3	-2	8
O=C(N1CCCCCC1)N1CCN(C(=O)N2CCCCC2)CC1	-0.8	13	0	4	1.0	1	-8	0	3	0
COc1ccc(C[C@](C)(N)C(=O)O)cc1OC	0.6	8	5	1	-0.3	-6	2	-1	2	3
Cc1ccc(NC(=O)C2CCCN2C(=O)NC2CCCCC2)c(C)c1 (configuration not stated)	0.0	-1	9	1	1.1	-7	-2	0	-4	12
CCC[C@H]1[C@H](N)CC[C@@]23CCCN2C(=O)CCC[C@@H]13	·	·	-2	-2	·	-7	·	-3	12	·

Compounds shown so far that contain fluorine (nine):
Molecule	proKLK7 act	ASAP1 GAP inh	DDE Tn6 FP inh	GC-A act	FXN GAA850 act	ADAM10 inh	rCAG binder	GC-B act	sPLA2-III inh	ARFGAP1 inhibitor
O=C(Nc1c2c(nn1-c1ccc(F)cc1)CS(=O)(=O)C2)C1CCCC1	-0.5	7	-4	-1	3.5	3	-1	-1	-1	12
COc1ccc(C=Nn2c(-c3ccccc3F)n[nH]c2=S)cc1OCc1ccccc1	0.5	·	-6	1	·	9	50*	2	-2	·
COC(=O)c1c(NC(=O)c2ccccc2F)sc(C(=O)N2CCOCC2)c1C	0.3	0	4	0	-3.1	-3	1	5	3	-5
COc1ccc(Cc2c(-c3ccc(F)cc3)nc3ccc(Br)cn23)c(C)c1	-0.5	-11	14	1	·	-18	13	2	4	18
Cc1[nH]c2ccc(F)cc2c1CCN1C(=O)OC(C)(C)C1(C)O (configuration not stated)	-0.6	-10	0	0	1.0	-11	2	-1	5	-1
Fc1cccc(Cl)c1CSc1ccc(-c2ccco2)nn1	-0.4	0	-8	-6	2.7	13	18	-4	6	14
CC(C)NC(=O)NC(=O)CSc1ccccc1F	-0.8	1	-2	1	3.1	-6	-1	8	13	-9
Cc1nc(SCc2ccccc2)c(C(F)(F)F)c(=O)[nH]1	0.3	2	5	7	-0.8	5	2	0	-17	0
CCOC(=O)[C@@H]1[C@H]2COc3ccccc3[C@@H]2N2C(=O)N(c3cccc(F)c3)C(=O)[C@]12C	-0.5	-5	-3	-3	1.8	-1	-2	-3	-2	8

No enrichment for hits (roughly 4.5% active in at least one column).
